LRH-1 inv ag: LRH-1 (NR5A2) inverse agonists, primary screen, cell-based, luminescence, HEK293T, StAR-luciferase reporter | Nuclear receptor subfamily 5 group A member 2 (Homo sapiens), O00482 | inhibition, % at 3.6 µM | 360,000 tested, 0.13% active | LRH-1 transfected, 24 h;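 active means inhibition above the mean inhibition of all tested compounds plus 3 SD, cut at about 73% in these data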;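 further: 0% = DMSO wells and 100% = reporter-only cells lacking LRH-1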
Target sequence (O00482 whole entry, looked up): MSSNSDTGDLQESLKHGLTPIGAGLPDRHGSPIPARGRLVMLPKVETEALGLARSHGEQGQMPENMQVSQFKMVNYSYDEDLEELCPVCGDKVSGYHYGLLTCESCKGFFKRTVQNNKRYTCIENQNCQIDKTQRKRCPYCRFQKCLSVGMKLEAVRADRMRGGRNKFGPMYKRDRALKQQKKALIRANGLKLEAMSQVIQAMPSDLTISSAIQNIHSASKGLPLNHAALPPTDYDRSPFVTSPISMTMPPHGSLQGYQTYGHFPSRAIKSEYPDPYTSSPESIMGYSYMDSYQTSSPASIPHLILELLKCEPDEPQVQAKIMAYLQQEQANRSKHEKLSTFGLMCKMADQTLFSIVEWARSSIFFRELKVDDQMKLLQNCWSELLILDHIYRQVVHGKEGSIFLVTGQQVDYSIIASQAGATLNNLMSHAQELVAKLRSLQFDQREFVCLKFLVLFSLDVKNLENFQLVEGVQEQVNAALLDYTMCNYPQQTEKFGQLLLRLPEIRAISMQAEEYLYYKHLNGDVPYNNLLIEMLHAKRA
SRC3 inh: SRC3 coactivator transcriptional activity inhibitors, primary screen, cell-based, luminescence; 360,000 tested, 0.17% active; HEK293 GAL4-SRC3 luciferase reporter; AID 588352, 2011; Nuclear receptor coactivator 3 (Homo sapiens), Q9Y6Q9; inhibition, % at 3.6 µM;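 active means inhibition above a per-campaign cutoff, the mean of all compounds plus 3 SD, cut at about 60% in these data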;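 further: 0% = DMSO-treated cells and 100% = gossypol-treated cells at 36 µM; higher means less SRC3-driven luciferase light from the GAL4 reporter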
Shn3 inh set2: reduction of Shn3 3'UTR firefly luciferase signal, primary screen, Schnurri-3 inhibitor project, cell-based, Clone20 osteoblasts, set 2; 360,000 tested, 0.52% active; Clone20 osteoblast Shn3 3'UTR firefly luciferase, 24 h; inhibition, % at 12.5 µM;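 active means mean inhibition of at least 75% with every replicate also reaching 75%; inconclusive means mean inhibition at least 75% but some replicate below; inactive means mean inhibition below 75%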;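 further: 0% = median of neutral control wells and 100% = pilot-screen positive control compound; some compounds past the cut are filed as inactive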
CF NFkB inh: inhibitors of PAF-induced NF-kB signaling, primary screen, cell-based, GFP fluorescence, uHTS. inhibition, % at 5 µM. AID 588850, 2011. KKLEB NF-kB-GFP reporter, GFP fluorescence overnight. 360,000 tested, 0.86% active;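 active means at least 50% inhibition at 5 µM, scaled per plate between neutral and stimulator controls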;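 further: PAF is a Pseudomonas aeruginosa culture filtrate used as stimulus; plate controls were PAF-stimulated DMSO wells for no effect and unstimulated DMSO wells for full effect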
SRC1 inh: SRC1 coactivator transcriptional activity inhibitors, primary screen, cell-based, luminescence. Nuclear receptor coactivator 1 (Homo sapiens), Q15788. HEK293 GAL4-SRC1 luciferase reporter. inhibition, % at 3.6 µM. 360,000 tested, 0.12% active;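 active means inhibition above the campaign mean plus 3 SD, with each screening campaign given its own cutoff, cut at about 60% in these data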;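 further: 0% = DMSO treated cells and 100% = gossypol at 36 µM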
TROY NFkB inh: inhibitors of TROY-driven NF-kB signaling, primary screen, Q293 LMP1-TROYcd cells, NF-kB luciferase, uHTS. AID 1347056, 2019. inhibition, % at 10 µM. Q293 LMP1-TROYcd NF-kB luciferase reporter, 4 h. 360,000 tested, 0.98% active;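 active means compounds whose plate-normalised and pattern-corrected inhibition of the luciferase reporter signal at the single screening dose is 50% or more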
TWEAK-Fn14 inh: inhibitors of TWEAK-Fn14 signaling, primary screen, luciferase reporter cells, uHTS; TWEAK-stimulated Fn14 reporter cells, luciferase luminescence, 8 h; inhibition, % at 10 µM; 360,000 tested, 2% active; AID 1159606, 2016; in the data active means inhibition above about 50%
COUP-TFII inh: NR2F2 transcriptional activity inhibitors, primary screen, cell-based, luciferase reporter, HEK293T, luminescence; AID 686940, 2013; 370,000 tested, 0.7% active; HEK293T NGFI-A luciferase reporter; inhibition, % at 8.6 µM; COUP transcription factor 2 (Homo sapiens), P24468;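 active means inhibition above a per-plate cutoff, mean inhibition of test wells between control levels plus 3 SD, cut at about 38% in these data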;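 further: cells cotransfected with COUP-TFII expression vector driving the NGFI-A reporter; 0% = median of COUP-TF2 test wells and 100% = reporter-only cells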
Target sequence (P24468 whole entry, looked up): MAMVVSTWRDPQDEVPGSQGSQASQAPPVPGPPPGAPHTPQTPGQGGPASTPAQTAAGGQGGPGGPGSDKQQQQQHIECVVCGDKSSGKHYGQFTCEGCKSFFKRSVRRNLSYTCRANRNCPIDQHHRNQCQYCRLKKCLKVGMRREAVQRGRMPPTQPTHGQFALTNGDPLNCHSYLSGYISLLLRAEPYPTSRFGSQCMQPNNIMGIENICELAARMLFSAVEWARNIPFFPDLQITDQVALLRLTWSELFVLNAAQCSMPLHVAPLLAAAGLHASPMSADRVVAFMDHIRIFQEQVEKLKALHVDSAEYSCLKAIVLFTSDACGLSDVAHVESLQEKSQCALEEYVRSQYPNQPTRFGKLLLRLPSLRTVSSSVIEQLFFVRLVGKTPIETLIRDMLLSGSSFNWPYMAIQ
C8 TRAIL sens: viability loss with TRAIL in NB7+C8 cells, primary screen, TRAIL sensitizer project, cell-based, ATPlite luminescence; inhibition (viability loss, TRAIL sensitization), % at 10 µM; 360,000 tested, 1% active; AID 624354, 2012;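 active means compounds causing at least 50% loss of cell viability in the single-dose screen, relative to plate controls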
KKLEB cytotox: cytotoxicity in KKLEB CF airway cells, primary screen, cytotoxicity control for CF NF-kB inhibitor project, cell-based, uHTS, fluorescence assay plates. 360,000 tested, 0.36% active. activity change (cytotoxicity), % at 5 µM. KKLEB CF airway cells viability, ATPlite luminescence, overnight; active compounds read low; cells stimulated with P. aeruginosa culture filtrate;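 active means corrected activity change at or below -50% at 5 µM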
EBV LMP1 NFkB: EBV LMP1-driven NF-kappaB luciferase reporter inhibitors, primary screen, cell-based, luminescence, single point; LMP1-induced NF-kappaB luciferase reporter cells; inhibition, % at 12.5 µM; 350,000 tested, 0.69% active; AID 504558, 2011; in the data active means inhibition above about 41%; inconclusive means no clear call, values can overlap the other calls;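 further: 0% = neutral control wells and 100% = reference inhibitor control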
Numbers without * were called inactive; ? = inconclusive; . = no result given; & = joins results of further samples.

SMILES,LRH-1 inv ag,SRC3 inh,Shn3 inh set2,CF NFkB inh,SRC1 inh,TROY NFkB inh,TWEAK-Fn14 inh,COUP-TFII inh,C8 TRAIL sens,KKLEB cytotox,EBV LMP1 NFkB
Cc1ccc(S(=O)(=O)CCC(=O)OCC(=O)N(Cc2ccccc2)C(C)C)cc1,4,4,6,-5,-3,-11,4,-17,-2,21,6
CCCSC1=C(C#N)C(c2ccccc2C)C(C(=O)OC)C(=O)N1 (stereo not given),25,11,-5,0,-58,2,1,13,5,2,-1
CN(C)c1ccc(/C=N/NC(=O)c2cc(=O)[nH]c3ccccc23)cc1,3,8,.,6,-7,14,11,7,11,-10,-3
COc1cc(/C=C2\C(=O)N(CCC#N)N=C2C)ccc1OCC(=O)Nc1ccccc1,-107,-42,7,12,-47,10,-30,-35,13,12,-15
COc1ccc(Cl)cc1NC(=O)CN(C)C1CCCCC1,5,-11,19,2,2,8,8,26,6,-6,7
CNc1ccccc1C(=O)OC,-19,19,16,1,4,2,-11,8,2,5,5
Cc1cccnc1CCNCc1c(C(=O)N2C[C@@H](C)O[C@@H](C)C2)nc2ccc(Cl)cn12,-2,17,7,-21,8,-18,9,7,-5,0,-7
Cc1ccc(C(=O)N2CCC(n3nccc3NC(=O)Nc3cccc(F)c3)CC2)cn1,-7,10,-6,14,-3,2,6,10,-4,11,1
CCCCCn1c(=O)[nH]c2cc(C(=O)NCCc3ccc(OC)c(OC)c3)ccc2c1=O,-7,-11,13,5,-10,-6,21,7,31,-5,5
C[C@]12CCC(=O)C=C1CC[C@@H]1[C@@H]2[C@@H](O)C[C@@]2(C)[C@H]1CC[C@]2(O)C(=O)COC(=O)CCC(=O)O,-9&-3,-47&-34,-6&5,75*,-2&-17,18&8,-9&0,-43,-2&16,10&10,5&10
NC(=O)CSc1nnnn1-c1ccc(OC(F)(F)F)cc1,-9,3,-4,2,-7,-2,6,-2,-4,-8,1
CC(C)=CCOc1ccc2c(C)c(CC(=O)N3C[C@H]4C[C@@H](C3)c3cccc(=O)n3C4)c(=O)oc2c1C,-13,1,19,11,-24,-16,-28,12,2,9,-11
COc1cc2c(c(OC)c1OC)-c1c(cc3c(c1O)OCO3)C[C@@H](C)[C@@H](C)C2,-13,3,-1,-1,13,1,2,0,2,19,-3
O=S(=O)(NCCSc1nnc(-c2ccco2)n1-c1ccccc1)c1ccccc1,-12,-9,-51,20,-5,-27,-1,11,-11,-12,3
Cc1sc2ncnc(N3CCN(Cc4ccccc4)CC3)c2c1-c1ccccc1,24,5,21,18,-2,27,-7,-5,11,-22,18
N#CCc1nc(C(c2ccccc2)c2ccccc2)no1,-9,-1,1,2,24,11,16,2,14,8,-2
C1CCC(OCCN2CCN(CCOC3CCCCC3)CC2)CC1,27,4,31,-4,5,-7,-26,0,7,2,1
COc1cccc(-c2cc(N3C(=O)Nc4ccccc4N3O)n[nH]2)c1,-8,-11,2,-3,-25,6,-1,3,3,-3,11
CC(C)C(=O)NC(=S)/C=C1/N(C)c2ccccc2C1(C)C,3,-5,71,-19,-10,9,11,11,12,-2,5
O=S(=O)(c1ccc(-c2ccon2)s1)N1CCOCC1,11,6,1,-12,-5,-20,-3,-9,-9,11,-6

Grouped by structure: those above containing fluorine
SMILES,LRH-1 inv ag,SRC3 inh,Shn3 inh set2,CF NFkB inh,SRC1 inh,TROY NFkB inh,TWEAK-Fn14 inh,COUP-TFII inh,C8 TRAIL sens,KKLEB cytotox,EBV LMP1 NFkB
Cc1ccc(C(=O)N2CCC(n3nccc3NC(=O)Nc3cccc(F)c3)CC2)cn1,-7,10,-6,14,-3,2,6,10,-4,11,1
NC(=O)CSc1nnnn1-c1ccc(OC(F)(F)F)cc1,-9,3,-4,2,-7,-2,6,-2,-4,-8,1

Additional compounds follow:
SMILES,LRH-1 inv ag,SRC3 inh,Shn3 inh set2,CF NFkB inh,SRC1 inh,TROY NFkB inh,TWEAK-Fn14 inh,COUP-TFII inh,C8 TRAIL sens,KKLEB cytotox,EBV LMP1 NFkB
O=C(NC(=S)Nc1ccccc1Cl)c1cncc(C#Cc2ccccc2)c1,1,23,-17,17,-2,1,-6,-3,-11,-23,-25
COC(=O)c1ccc(NC(=S)NC2CCc3ccccc32)cc1 (stereo not given),-31,0,3,-2,10,13,3,0,-2,14,-2
Cc1ccccc1OCC(O)CN (stereo not given),-15,6,-25,-4,-5,8,-6,-2,-7,1,-13
N#CC(C#N)=Cc1cccn1-c1ccc(C(=O)O)cc1,1,-3,-5,13,4,-13,11,-2,-2,-11,4
Cc1ccc(S(=O)(=O)Cc2cccc(C(=O)N3CCOCC3)c2)cc1,10,6,2,9,5,15,16,2,-9,-3,3
CCCNS(=O)(=O)c1ccc(OCC(=O)Nc2ccc3c(c2)OCCO3)cc1,21,3,15,7,0,8,25,23,-7,2,4
CCOC(=O)C(CC)Sc1nc(N)c(NC(=O)c2ccc(OC)c(OC)c2)c(=O)[nH]1 (stereo not given),17,2,-25,6,3,-12,-9,-15,-1,8,-2
COc1ccccc1N(C)S(=O)(=O)c1ccc(Cl)c(C(=O)N2CCC2)c1,-5,3,7,-41,-10,-3,5,2,-11,22,-2
O=C(Nc1cccc(NC(=O)c2ccc(Cl)cc2Cl)c1)c1cccnc1,-13,-14,18,0,-21,9,19,1,11,-3,-5
CCN(CCCNC(=O)CCn1c(=O)[nH]c2ccccc2c1=O)c1ccccc1,-12,-13,2,6,5,-17,7,2,-15,-2,1
C=CCCN(C(CC(C)C)C(=O)OC)S(=O)(=O)c1ccccc1Br (stereo not given),7,-27,18,-22,2,-8,7,9,12,-8,-1
CC(C)(C)NC(=O)NC(=O)CSc1cccc(C(F)(F)F)c1,8,1,3,20,-1,2,-13,-10,-2,-14,-2
Cc1cc([N+](=O)[O-])ccc1-c1ccc(C2Nc3ccccc3C(=O)N2O)o1 (stereo not given),13,33,83,5,5,24,-5,37,26,-6,34
O=C(NCc1ccc(Cl)cc1)C(=O)N/N=C/c1ccc(Br)cc1,-18,8,13,-4,-9,0,-46,-9,-3,1,-5
CC1Cc2ccccc2N1C(=O)CSc1nc2ccccc2o1 (stereo not given),-21,-28,-24,-8,-43,-16,-18,-27,-18,6,-22
CC1(C)CC(=O)C2=C(C1)N(Cc1ccccc1)C(=O)C2(NC(=O)C(C)(C)C)C(F)(F)F (stereo not given),2,10,7,-1,15,13,16,20,0,5,8
COc1cccc(/C=N/NC(=O)c2cc(-c3ccccn3)nc3ccccc23)c1O,8,18,?,12,7,9,-12,-25,8,-20,10
CCC1(c2ccccc2)NC(=O)N(CC(=O)N(C)Cc2c(F)cccc2Cl)C1=O (stereo not given),11,-17,-5,-6,12,-8,9,11,-12,-5,-1
CCN(CC)S(=O)(=O)c1ccc(C(=O)OCCN2C(=O)c3cccc4c(N5CCOCC5)ccc(c34)C2=O)cc1,9,8,9,-3,-15,30,41,-14,31,14,-1
CC1(C)Cc2c(sc3nn[nH]c(=O)c23)CO1,9,-2,3,-10,-9,-12,-2,9,-14,1,5

SMILES,LRH-1 inv ag,SRC3 inh,Shn3 inh set2,CF NFkB inh,SRC1 inh,TROY NFkB inh,TWEAK-Fn14 inh,COUP-TFII inh,C8 TRAIL sens,KKLEB cytotox,EBV LMP1 NFkB
O=C(Nc1ccccc1C(=O)Nc1ccc2c(c1)OCO2)c1cccs1,-5,-8,-3,4,-18,8,-10,3,4,7,-13
N#CC(C#N)=C1NC(N)=C(C#N)C(c2ccccc2)=C1C#N,11,-6,18,-24,-3,14,19,20,11,19,2
CCN(CC)S(=O)(=O)c1cccc(NC(=O)c2cc(=O)[nH]c3ccccc23)c1,3,-15,3,-4,5,1,7,-12,-10,-2,3
CCOC(=O)c1sc2ccccc2c1NC(=O)c1coc2ccccc2c1=O,-8,6,4,33,4,30,57*,8,-19,-17,-1
Cc1ccc(NC(=O)CN2C(=O)N/C(=C/c3cccn3-c3ccc(C(=O)O)cc3)C2=O)cc1,-6,6,-19,0,-2,12,24,2,4,4,2
CC1(C)Cc2c(sc3[nH]c(=S)n(Cc4ccco4)c(=O)c23)CO1,22,7,-11,2,-38,-19,5,6,4,-11,-7
Cc1ccc(N2CCN(S(=O)(=O)c3ccc4c(c3)n(C)c(=O)c(=O)n4C)CC2C)cc1 (stereo not given),-14,16,-5,14,5,10,13,-12,1,0,-1
CN(C)c1ccc(/C=C(/NC(=O)c2ccccc2)C(=O)N2CCCC2)cc1,-2,-2,-9,7,14,-9,6,21,-16,1,5
Clc1ccc(OCCOCCN2CCc3ccccc3C2)c(Cl)c1,3,3,7,14,-6,3,17,6,13,-13,-1

Gathered by group, the entries above containing an aryl methoxy group (8)
SMILES,LRH-1 inv ag,SRC3 inh,Shn3 inh set2,CF NFkB inh,SRC1 inh,TROY NFkB inh,TWEAK-Fn14 inh,COUP-TFII inh,C8 TRAIL sens,KKLEB cytotox,EBV LMP1 NFkB
COc1cc(/C=C2\C(=O)N(CCC#N)N=C2C)ccc1OCC(=O)Nc1ccccc1,-107,-42,7,12,-47,10,-30,-35,13,12,-15
COc1ccc(Cl)cc1NC(=O)CN(C)C1CCCCC1,5,-11,19,2,2,8,8,26,6,-6,7
CCCCCn1c(=O)[nH]c2cc(C(=O)NCCc3ccc(OC)c(OC)c3)ccc2c1=O,-7,-11,13,5,-10,-6,21,7,31,-5,5
COc1cc2c(c(OC)c1OC)-c1c(cc3c(c1O)OCO3)C[C@@H](C)[C@@H](C)C2,-13,3,-1,-1,13,1,2,0,2,19,-3
COc1cccc(-c2cc(N3C(=O)Nc4ccccc4N3O)n[nH]2)c1,-8,-11,2,-3,-25,6,-1,3,3,-3,11
CCOC(=O)C(CC)Sc1nc(N)c(NC(=O)c2ccc(OC)c(OC)c2)c(=O)[nH]1 (stereo not given),17,2,-25,6,3,-12,-9,-15,-1,8,-2
COc1ccccc1N(C)S(=O)(=O)c1ccc(Cl)c(C(=O)N2CCC2)c1,-5,3,7,-41,-10,-3,5,2,-11,22,-2
COc1cccc(/C=N/NC(=O)c2cc(-c3ccccn3)nc3ccccc23)c1O,8,18,?,12,7,9,-12,-25,8,-20,10

Source: PubChem (several laboratories)

An excerpt, so the mix of outcomes need not match the whole.
